# Assay outcomes: PubChem BioAssay, several laboratories
# Yfh1-depleted yeast: enhancers of respiration in Yfh1-depleted yeast, dose response, Friedreich's ataxia, plus single-dose screen (AID 1465); S. cerevisiae Yfh1-off respiration, WST-1 reduction, 72 h; higher fold induction means a stronger effect; one-dose fold induction at 50 µM; EC50 in µM for titrated hits; 220,000 compounds, 0.074% hits;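 active = fold induction of absorbance versus untreated yeast above a set limit, then at least 30% activation at any dose in follow-up; inconclusive = repeats straddling the limit, or above it without dose testing; inactive = fold induction below the set limit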;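 also: activators that raise dye reduction in frataxin-depleted yeast; strong numbers were not always called active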
# MT stabilizer: microtubule stabilizers in HeLa cells; 200,000 compounds, 0.83% hits; AID 2205; HeLa tubulin immunostaining HCS, 24 h; share of cells brighter than vehicle mean+2SD; % tubulin-high responders, % at 10 µM;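 active = plate Z-score above 3 for both tubulin-high and condensed-nucleus cell shares, with cell loss under 80%, at 10 µM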;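 also: anti alpha tubulin signal scored within the nucleus-defined area of each cell; some results filed as inactive read as strong as hits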
# NOD1 inhibition: NOD1 signaling inhibitors, primary screen, cell-based, luminescence, uHTS (AID 1578); NOD1-driven NF-kB luciferase reporter cells, luminescence; higher % means a stronger effect; inhibition, % at 4 µM; hits with a dose series show EC50 in µM; 290,000 compounds, 1% hits; in the data active = inhibition mostly above about 36%, no sharp cut-off; inactive = mostly below about 34%;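 also: HEK-293T reporter cells stimulated with the NOD1 agonist gamma-tri-DAP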
# M17LAP inhibition: P. falciparum M17LAP inhibitors, primary screen, biochemical, fluorogenic H-Leu-NHMec substrate, 1536-well (AID 1619); recombinant M17LAP, H-Leu-NHMec fluorogenic kinetic assay; higher % means a stronger effect; inhibition, % at 30 µM, or IC50 in µM where a hit was titrated; 220,000 compounds, 0.38% hits;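 active = compound inhibiting the enzyme by more than half at any dose during confirmatory dose-response retesting; inconclusive = strong single-dose inhibitors picked by rank but not retested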;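 also: plate controls were full reaction with DMSO carrier for no effect and no enzyme background for full effect; strong numbers were not always called active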
# Insulin prom up: MIN6 insulin promoter up-regulation. MIN6 insulin promoter-GFP reporter, high-content imaging; hits give high values. z-score at 5 µM. 190,000 compounds, 0.3% hits. AID 1625;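 active = z-score above 3 at 5 µM with at least 500 cells counted in the well; inconclusive = wells under 500 cells, flagged as cytotoxic or low count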
# Dynein transport: dynein cargo transport inhibition; 3617.4 mouse cells, GR-EGFP nuclear translocation imaging; test concentration mostly 20 µM; stimulated with dexamethasone, 1 µM; hits give low values; z-score, hits read low; 220,000 compounds, 0.47% hits; AID 1381;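 active = plate z-score of nuclear minus cytoplasmic receptor signal below a set negative limit, without overly bright fluorescence or cell loss, cut at about -3.5 in these data, passing the limit was not always enough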;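 also: z-score of nuclear minus cytoplasmic ring GR-EGFP intensity difference per well; some compounds called inactive have numbers as strong as hits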
#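 Buffer or medium: tet-free medium with charcoal-stripped serum / Also added: dexamethasone agonist, 1.0 µM final, for 30 min / Timing: induction 48 h, compound 1 h, agonist 30 min / Measured by: high-content fluorescence imaging after fixation / Read-out: nuclear-to-cytoplasmic GR-EGFP distribution per well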
# HEK293 NOD2/NF-kB: inhibition of NOD2-driven NF-kB reporter – cell-based, luminescence, uHTS, HEK293 (AID 1566); inhibition, % at 4 µM; hits with a dose series show EC50 in µM; HEK293 NOD2/NF-kB luciferase reporter, luminescence; higher % means a stronger effect; 290,000 compounds, 0.63% hits; in the data active = inhibition above about 50%; also: many of its hits are not listed in these tables
# Autophagy mod: alters autophagy in cells | calls only at 10 µM (by protocol) | MEF GFP-LC3 puncta imaging; test concentration mostly 10 µM | AID 463193 | 190,000 compounds, 0.98% hits;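 active = percentage of spot-positive cells more than 3 SD above its plate mean, without a fluorescence outlier flag or 80% toxicity; inconclusive = no clear call, values can overlap the other calls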;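 also: spot-positive cell cutoff set from DMSO-treated cells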
# b-catenin transl: modulators of beta-catenin nuclear translocation | HeLa beta-catenin nuclear translocation, immunofluorescence imaging | nuclear translocation activity, % at 5 µM | 190,000 compounds, 0.3% hits | AID 1665;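 active = nuclear translocation activity above 50% at 5 µM, with a well cell count of 50 or more; inconclusive = wells under 50 cells across six images, flagged as toxic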;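 also: per-cell ratio of nuclear to cytoplasmic median beta-catenin stain intensity; plate controls were DMSO negative control for no effect and GSK-3 inhibitor IX positive control for full effect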
#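 Signal – beta-catenin immunofluorescence imaging with DAPI · Test system – human HeLa cell line · Dosing – 5 µM primary single dose, 0.1% DMSO, 0.02–20 µM confirmation series · Measure – % activation, nuclear-to-cytoplasmic median beta-catenin signal ratio per cell · Incubation – 24 h compound exposure at 37°C, 5% CO2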
# Dynein transport cytoplasmic EGFP: further read-out of Dynein transport, marked with its call; z-score; measured here: cytoplasmic GR-EGFP intensity; hits give high values
# Dynein transport nuclear GR-EGFP: further read-out of Dynein transport, marked with its call; z-score; measured here: nuclear GR-EGFP intensity;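 lower value marks the stronger effect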
# Dynein transport cell count: further read-out of Dynein transport, marked with its call; z-score; measured here: cell count per field
# Insulin prom up cell count: second read-out of Insulin prom up, no call of its own (marks repeat the call); cell count; measured here: cytotoxicity, nuclei count;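 total cells summed across four imaged fields per well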
# b-catenin transl cell count 5 µM: second read-out of b-catenin transl, no call of its own (marks repeat the call); cell count; measured here: cell count, cytotoxicity flag
# MT stabilizer Hoechst-high %: also measured in MT stabilizer; calls as there; % Hoechst-high responders; measured here: nuclear condensation Hoechst responders;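 share of cells brighter than vehicle mean plus two SD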
# MT stabilizer cytotoxicity %: also measured in MT stabilizer; calls as there; toxicity, %; measured here: cytotoxicity by cell density;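 0% = mean cell density of plate MIN control wells and 100% = no cells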
# Autophagy mod cell loss 18 h: further read-out of Autophagy mod, marked with its call; toxicity, %; measured here: cell loss, nuclei count;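 cell loss after 18 h compound exposure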
# An asterisk follows results filed as active; i = inactive; ? = inconclusive; nt = no result given. A portion of the library. The share of hits here may be higher or lower than overall.
SMILES,Yfh1-depleted yeast,MT stabilizer,MT stabilizer Hoechst-high %,MT stabilizer cytotoxicity %,NOD1 inhibition,M17LAP inhibition,Insulin prom up,Insulin prom up cell count,Dynein transport,Dynein transport cytoplasmic EGFP,Dynein transport nuclear GR-EGFP,Dynein transport cell count,HEK293 NOD2/NF-kB,Autophagy mod,Autophagy mod cell loss 18 h,b-catenin transl,b-catenin transl cell count 5 µM
CCOc1ccc2c(c1)C(N(CCN1CCOCC1)C(=O)Nc1ccccc1)CC(C)(C)O2 (stereo not given),i,1.8,1.5,3.5,-18%,8%,-0.44,1143,0.2,-0.25,0.23,-0.054,10%,i,3,0.4,1094
Cc1ccc(CCNC(=O)CS(=O)Cc2nc(-c3cccs3)oc2C)cc1 (stereo not given),i,nt,nt,nt,-8%,7%,0.06,1113,0.027,-0.21,0.41,0.62,-23%,nt,nt,0.6,1281
O=C(CCCN1C(=O)c2cccc3cccc(c23)C1=O)NCCN1CCOCC1,i,4.2,3.4,11,-44%,4%,0.39,1625,0.46,-0.37,-0.35,0.11,-5%,i,-5,-4.5,1070
Cc1cc(/C=N/NC(N)=S)c(C)n1-c1ccc(Br)cc1,i,3.4,1.8,5.3,33%,-1%,nt,nt,-0.86,-0.17,-0.37,1.2,-23%,i,-27,-0.5,1139
CCOC(=O)N/N=C(\C)c1ccc(C)o1,i,5.7,2.1,7.3,-38%,-11%,1.7,1359,-0.15,-0.4,-0.65,1.2,14%,i,-8,0.3,1108
CCOC(=O)c1sc(NC(=O)Cn2nnc3sc4c(c3c2=O)CCCC4)nc1C,i,1.4,1.6,8.6,9%,-4%,0.33,1701,0.5,-0.17,0.019,-0.88,9%,i,4,2.2,1347
O=S(=O)(c1ccc(S(=O)(=O)N2CCOCC2)cc1)N1CCCC1,i,0.9,1.3,3.1,-46%,0%,0.38,1661,0.25,-0.22,-0.099,-0.56,9%,i,0,0.6,1520
COc1cc([N+](=O)[O-])ccc1N=Nc1c(N)[nH]n(-c2ccccc2)c1=O,i,1.7,1.9,2.6,-47%,15%,-0.52,1722,-0.93,-0.16,-0.6,0.22,-1%,i,7,-6.0,1063
CN1CCN(C(=O)c2ccccc2-c2ccccc2C(=O)O)CC1,i,3.4,1.8,12,-18%,7%,0.55,801,-0.27,-0.2,-0.17,0.43,-8%,i,-4,-1.3,1194
CCSc1ccccc1C(=O)Nc1nncs1,i,1.9,2.0,5.8,33%,?,0.38,1063,1,-0.24,0.38,0.36,-8%,i,-1,-2.1,1048
O=C(NCCCN1CCCC1=O)c1cc(-c2cccnc2)nc2ccc(Cl)cc12,i,2.1,3.5,8.7,-9%,7%,-1.3,1158,-0.41,-0.31,-0.085,0.16,10%,i,4,0.3,984
CCCCCCSc1nsc(N)n1,i,1.7,1.2,3.8,0%,3%,0.1,1675,-1.1,-0.14,-0.36,0.52,-44%,i,-19,-0.6,1042
CCOc1cc(/C=N\NC(=O)c2ccc(NC(=O)CC)cc2)ccc1OC(=O)c1ccccc1,i,2.8,2.5,5.5,-39%,-4%,0.13,1537,-0.22,-0.2,-0.27,-0.27,0%,i,-14,-1.9,990
COc1ccc(CC(C(=O)Nc2cccc(F)c2)c2nn[nH]n2)c(OC)c1 (stereo not given),i,6.0,2.7,8.0,0%,1%,nt,nt,0.43,-0.24,-0.43,-0.98,26%,i,8,-3.6,1038
COc1ccc2c(C)cc(SCC(=O)Nc3c(C)n(C)n(-c4ccccc4)c3=O)nc2c1,i,2.4,2.0,5.1,nt,7%,-0.04,1154,-0.71,-0.22,-1,0.7,5%,i,-1,2.7,1402
COc1cccc(/C=C2\SC(=N)N(c3ccc(F)cc3)C2=O)c1,i,5.7,6.4,1.9,-6%,-6%,-0.95,1302,-0.039,-0.26,0.16,-0.54,-5%,i,0,1.7,1113
COc1cc(NC(=O)c2cc(-c3cccnc3)nc3ccc(C)cc23)c(OC)cc1Cl,nt,3.6,1.9,11,-29%,-3%,0.23,1877,1.7,-0.23,0.61,-1.3,4%,i,1,-0.7,1032
O=C(NCCN1CCCCC1)c1ccc2c(c1)OCCO2,i,3.0,2.3,3.4,-12%,2%,-1.2,1293,-0.35,-0.36,-0.12,-0.56,-1%,i,3,3.4,1145
COc1cccc(C2/C(=C(/O)c3ccncc3)C(=O)C(=O)N2CCCN(C)C)c1 (stereo not given),nt,nt,nt,nt,-27%,nt,1.1,1238,nt,nt,nt,nt,-6%,nt,nt,-2.4,900
CCCN1CCN(CCCNC(=O)CN2C(=O)COc3ccccc32)CC1,i,4.5,1.6,6.7,12%,-3%,0.2,964,2.4,-0.23,1.7,-1.1,-4%,i,-8,0.2,1024
COc1ccc(C2/C(=C(/O)c3ccc(C)cc3)C(=O)C(=O)N2c2ccccn2)cc1OC (stereo not given),i,nt,nt,nt,-6%,-1%,0.1,689,1.9,1.3,2.5,-2.1,3%,nt,nt,0.4,1354
O=C(OCc1cc2ccccc2[nH]c1=O)c1cccnc1,i,2.8,1.4,6.8,-5%,-1%,nt,nt,-0.58,-0.27,0.033,0.45,9%,i,3,-1.4,964
CN(C)/C=C/C(=O)c1ccccc1F,i,1.0,1.8,11,-16%,4%,-0.13,1972,-0.4,-0.47,-0.045,0.32,5%,i,1,-1.1,1119
Cc1ccc(/C=N/n2c(COc3ccccc3)n[nH]c2=S)o1,i,5.2,2.8,5.1,31%,4%,0.32,1380,-0.42,-0.061,0.099,0.57,-20%,i,12,0.3,1471
Cc1cc(-n2ccc(=O)[nH]c2=O)nc(-c2ccccc2)n1,i,1.8,1.0,8.5,-2%,-9%,-0.01,1217,-0.48,-0.21,-0.24,0.44,-2%,i,-7,-5.7,922
Cc1ccc(NS(=O)(=O)c2cc(C(=O)NCCSc3ccc(C)cc3)ccc2C)cc1,i,3.5,1.8,7.9,4%,-2%,0.33,1506,1,-0.21,0.84,0.16,-12%,i,-25,-0.5,1316
S=C(NN=C1CCN(Cc2ccccc2)CC1)NC1CCCCC1,i,2.7,2.2,11,-11%,14%,0.61,1046,-0.3,-0.17,-0.12,0.046,14%,i,-8,-0.6,1039
CC(C)=CC(=O)OCC(=O)Nc1ccc(SC(F)F)cc1,i,6.8,1.3,9.7,-25%,0%,-0.11,929,-0.55,-0.23,-0.26,-0.029,-9%,i,-2,-0.6,1010
O=C(CCCc1nc(-c2ccccc2Cl)no1)NCc1cccnc1,i,3.4,2.0,8.2,-24%,11%,0.34,1398,-0.79,-0.21,0.032,0.9,-8%,i,-5,-1.1,1131
CCOC(=O)C1=C(C)NC2=C(C(=O)CC(C)(C)C2)C1c1cccc(C)n1 (stereo not given),i,4.4,3.9,8.6,-8%,-39%,1.3,1097,0.083,-0.21,-0.041,0.13,6%,i,1,-4.3,620
O=c1oc2ccccc2c(NCc2ccccc2F)c1[N+](=O)[O-],i,2.4,1.0,0.2,32%,2%,-0.36,1384,-0.54,-0.2,-0.3,0.86,16%,i,-4,-0.8,1010
COc1ccc2cc(C(=O)C3CCCN(Cc4cnc(N5CCOCC5)s4)C3)ccc2c1 (stereo not given),i,2.8,1.6,6.8,31%,-5%,nt,nt,0.64,-0.17,0.69,-0.013,20%,i,3,0.5,970
OCC[C@H]1C[C@@H](O)[C@H](O)[C@]2(CCCCO2)O1,i,nt,nt,nt,-11%,-1%,0.39,1111,-0.23,-0.84,-0.17,0.24,8%,nt,nt,0.2,1341
COCCNC(=S)N/N=C(\C)c1ccc(C)c([N+](=O)[O-])c1,i,3.3,2.6,6.3,-14%,7%,nt,nt,-0.47,-0.31,-0.57,0.88,6%,i,-13,0.8,852
CCOC(=O)C(C)Oc1ccccc1C1NC(=O)NC(C)=C1C(=O)Nc1ccc(C)c(C)c1 (stereo not given),i,1.1,1.5,4.7,nt,8%,0.36,1200,-1.6,-0.17,-0.83,-0.08,-19%,i,0,nt,nt
Oc1c(Cl)cc(Cl)cc1C=Nc1cc(C(F)(F)F)ccc1N1CCc2ccccc2C1,i,nt,nt,nt,-10%,7%,-1.1,1331,1.5,-0.24,0.74,-0.015,-176%,nt,nt,-0.4,1324
Cc1ccc(-c2nn(-c3ccccc3)cc2CN(C)C(=O)CCC(=O)O)cc1C,i,1.3,2.4,1.3,-29%,6%,0.22,1310,-1.2,-0.21,-0.57,2.1,-1%,i,40,-1.5,1101
COc1cccc(C(=O)Nc2nc3ccc(S(C)(=O)=O)cc3s2)c1,i,1.6,1.4,1.5,-37%,14%,-0.56,1209,0.2,0.13,0.28,-0.21,-37%,i,27,-0.7,1085
COc1ccc(C(=O)c2c(NC(C)=O)sc3c2CCN(C(=O)OC(C)(C)C)C3)cc1,i,nt,nt,nt,7%,6%,-1.8,992,-1.7,-0.22,-0.6,1.9,24%,nt,nt,0.7,1273
O=C(COc1ccc(/C=N/NS(=O)(=O)c2ccccc2)cc1)Nc1ccc(F)cc1,i,1.8,0.8,5.7,-10%,-2%,-0.05,1388,-0.56,-0.15,-0.42,1.1,10%,i,-2,1.5,1379
